Bioassay records deposited in PubChem by National Center for Advancing Translational Sciences (NCATS).
KCNH2 WT inh – inhibitors of human wildtype KCNH2 potassium channel | 340,000 tested, 0.37% active | Q12809 | U2OS, BacMam KCNH2, thallium flux FluxOr; hits give low values | AID 720551 | activity change, % at 1.84 µM;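 active means maximum activity change below -70%; inconclusive means maximum activity change between -70% and -50%; inactive means maximum activity change above -50%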; further: on the % scale 0 is the no-effect control and ±100 the full control effect
Target sequence (Q12809 whole entry, looked up): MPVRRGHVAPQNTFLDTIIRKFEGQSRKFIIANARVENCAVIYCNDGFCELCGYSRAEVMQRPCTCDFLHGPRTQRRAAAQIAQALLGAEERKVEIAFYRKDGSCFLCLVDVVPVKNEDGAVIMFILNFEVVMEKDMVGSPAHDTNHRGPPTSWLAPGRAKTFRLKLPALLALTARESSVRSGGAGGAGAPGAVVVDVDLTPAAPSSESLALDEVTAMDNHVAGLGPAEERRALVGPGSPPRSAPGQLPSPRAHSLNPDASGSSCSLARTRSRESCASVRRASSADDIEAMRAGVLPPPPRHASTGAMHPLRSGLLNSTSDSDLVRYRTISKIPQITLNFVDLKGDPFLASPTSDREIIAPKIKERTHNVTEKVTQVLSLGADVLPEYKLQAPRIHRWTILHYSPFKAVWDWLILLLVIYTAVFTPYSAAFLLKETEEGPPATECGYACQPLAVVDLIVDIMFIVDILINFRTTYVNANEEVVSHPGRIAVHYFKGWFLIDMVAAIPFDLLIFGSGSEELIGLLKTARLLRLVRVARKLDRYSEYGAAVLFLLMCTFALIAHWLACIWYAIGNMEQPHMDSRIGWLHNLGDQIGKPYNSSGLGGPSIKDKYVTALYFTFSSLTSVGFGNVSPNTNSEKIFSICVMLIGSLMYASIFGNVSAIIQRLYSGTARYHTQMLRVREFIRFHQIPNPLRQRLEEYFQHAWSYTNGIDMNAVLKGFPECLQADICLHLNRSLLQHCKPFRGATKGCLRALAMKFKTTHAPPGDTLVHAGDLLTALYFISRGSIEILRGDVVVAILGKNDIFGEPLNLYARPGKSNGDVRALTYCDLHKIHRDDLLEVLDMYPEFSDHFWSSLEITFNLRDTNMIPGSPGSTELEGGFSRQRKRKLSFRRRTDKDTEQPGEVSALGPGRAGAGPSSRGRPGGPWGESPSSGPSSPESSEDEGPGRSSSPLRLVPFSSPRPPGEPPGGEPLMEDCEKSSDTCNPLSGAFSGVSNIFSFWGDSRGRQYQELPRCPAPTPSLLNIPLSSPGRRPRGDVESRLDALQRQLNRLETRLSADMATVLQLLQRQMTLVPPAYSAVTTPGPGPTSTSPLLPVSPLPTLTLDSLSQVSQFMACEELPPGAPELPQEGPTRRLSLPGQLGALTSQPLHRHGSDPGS
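U2OS cells transduced with wild-type KCNH2 virus are loaded with FluxOr dye for 45 min, and thallium flux is measured in kinetic reads before and after stimulation buffer. Rate constants are normalized to DMSO controls.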
KCNH2 3.1 inh – inhibitors of human KCNH2 3.1 potassium channel isoform. U2OS KCNH2 3.1, thallium flux FluxOr; hits give low values. activity change, % (tested at about 1.8 µM). 340,000 tested, 0.95% active. AID 720553;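 active means maximum activity change below -70%; inconclusive means maximum activity change from -70% to -50%; inactive means maximum activity change above -50%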;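 further: thallium influx rate constant from kinetic fluorescence after stimulation buffer; on the % scale 0 is the no-effect control and ±100 the full control effect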
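Virally transduced U2OS (3.1 isoform, 4 h infection in dark at RT) → overnight 37 C → FluxOr + Red40 in HBSS/HEPES, 45 min → stimulation buffer, 2 min kinetic read → rate constant vs DMSO controls.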
TCR act – activators of T cell receptors; AID 504894; primary human leukocytes, anti-CD3, IL-2 HTRF, 48 h; 330,000 tested, under 10 active; Potency, µM (highest dose often 9.22 µM), inactives show at the highest dose activation of IL-2 secretion, hits mostly activators; active means well fitted activation curve with a large enough effect; inconclusive means small, poorly fitted or top-dose-only effect, or another doubt; inactive means no such curve, though single readings can be large or run the other way; further: % of control where 0% means no effect
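HTRF read-out of IL-2 secretion: europium cryptate donor excited at 320nm, d2 acceptor emission at 665nm. Cells were primary human leukocytes incubated 48 hr with compounds and a-CD3 beads, supplying TCR signal only.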
* marks the source's active call; other numbers are inactive results; ? = inconclusive. Some of the compounds tested; count on the stated rates, not on these rows.

SMILES	KCNH2 WT inh	KCNH2 3.1 inh	TCR act
Cc1ccc(S(=O)(=O)Nc2ccc3c4c(cccc24)CC3)c(C)c1	3	-2	-5%
CCOC(=O)c1ccccc1NC(=O)c1c(N)n(C)c(=O)[nH]c1=O	2	0	-1%
c1ccc(-c2nnc(-c3ccccn3)nn2)nc1	-22	8	-1%
CN(Cc1ccccc1)C(=O)c1cccc(NC(=O)Cc2ccc(NC(=O)C3CCN(C(=O)c4ccccc4)CC3)cc2)c1	-3	-13	0%
Cc1ccc(CN2[C@@H](CC(C)C)COCCS2(=O)=O)cc1	-13	6	6%
CN=C1S/C(=C\c2cccc(Cl)c2Cl)C(=O)N1C	-1	-7	-11%
CC(CCCN(C)C)C(Cc1ccccc1)c1ccccc1 (stereo not given)	3	3	11%
CN1CCN(CCCNc2nc3ccccc3c3nc(-c4ccccc4)nn23)CC1	13	-3	-2%
Nc1c(N(CCC2=CCCCC2)C(=O)COc2ccc([N+](=O)[O-])cc2)c(=O)[nH]c(=O)n1Cc1ccccc1	-29	-20	-2%
C[C@@H]1CC[C@]2(O[C@H](CCO)C[C@@H](O)[C@@H]2O)O1	2	-14	-1%
S=C(NN=C(c1ccccc1)c1ccccn1)N(Cc1ccccn1)Cc1ccccn1	-6	7	-3%
C/C(=N\NC(=O)c1ccc2c(c1)OCO2)c1ccc(NS(C)(=O)=O)cc1	-1	-4	2%
CC(C)CNC(=O)COC(=O)c1c2c(nc3ccccc13)/C(=C\c1cccs1)CC2	-5	1	-5%
c1ccc(CN(CCN2CCOCC2)Cc2ccccc2)cc1	-1	15	-3%
Cc1c(Cl)cccc1NC(=S)C(=C([O-])c1ccc(Cl)s1)[n+]1ccccc1	2	-8	3%
CCC(=O)Nc1nonc1-c1nc2ccccc2n1Cc1ccc(Cl)c(Cl)c1	-3	2	3%
COC(=O)c1cc(C)ccc1/C=C1/Cc2c(C)cc(C)cc2C1=O	2	-5	16%
CCN(CC)c1ccc(S(=O)(=O)N2CCOCC2)cc1NC(=O)COC(=O)C1=COCCO1	-7	-10	-2%
COC(=O)C1=C(COc2ccccc2)NC(=O)NC1c1ccc2ccccc2c1 (stereo not given)	1	-12	3%
COc1ccc(C=C(C#N)c2ccc(OC)cc2)cc1	-10	-21	-1%
COC(=O)c1ccc2nc(C3CCCCC3)c3c(c2c1)CCC3	-1	22	2%
COC(=O)C1SCCN1S(=O)(=O)c1ccc(Cl)cc1 (stereo not given)	-6	3	-1%
Cc1ccc(N=C2N=C(N)c3ccccc32)cc1C	12	3	-2%
COC(=O)C1CC2=C(CCCC2=O)N(c2ccccc2)C1=O (stereo not given)	2	3	3%
CCOC(=O)C(CCSC)Nc1nc(Cl)nc(Nc2ccc(Cl)cc2)n1 (stereo not given)	-1	3	7%
COc1cccc(CN(C)C(=O)c2ccc(NC(=O)CC3SC(N4CCCCC4)=NC3=O)cc2)c1OC (stereo not given)	2	-7	4%
CCCCCOc1ccc(/C=N/NC(=O)c2nnn(-c3nonc3N)c2CN2CCCCCC2)cc1	6	-8	0%
O=C(CCCCC(=O)OC1CCCCC1)OC1CCCCC1	-1	3	-1%
Cc1cnc(NC(=O)c2cc(-c3ccccc3)nn2-c2ccccc2)s1	-12	-9	2%
COc1cc(NC(=O)c2c(-c3ccccc3Cl)noc2C)c2ncccc2c1	21	-4	-2%
COc1ccc(OC)c(NC(=O)CSc2nc3[nH]c(=O)[nH]c(=O)c3s2)c1	-2	-5	5%
O[C@@H]1Cc2ccccc2O[C@H]1c1ccccc1	6	14	6%
COc1ccc2c(c1)OCC(O)(c1ccccc1)C2=O (stereo not given)	-3	7	0%
Cc1ccc(Cn2c(C(CO)Nc3nc(-c4ccc(F)cc4)cs3)nc3ccccc32)cc1 (stereo not given)	0	-33	-2%
C#CCNC(=O)C1=C[C@H](c2ccc3c(c2)OCO3)C[C@H](OCCCCO)O1	-8	2	-137%
CCN(C(=O)COC(=O)/C=C/c1nc2ccccc2s1)c1c(N)n(Cc2ccccc2)c(=O)[nH]c1=O	-2	6	-2%
CCOC(=O)c1cnc(-n2nc(C)cc2C)nc1N1CC(C)OC(C)C1 (stereo not given)	-4	-14	1%
COc1ccc(N(C(=O)c2cnccn2)C(C(=O)NC2CCCCC2)c2ccc(Cl)cc2)cc1 (stereo not given)	-9	-4	-1%
CCOC(=O)N1CCC(NC(=O)CCc2c(C)nc3c(c(C)nn3-c3ccccc3)c2C)CC1	-9	-18	-7%
COc1cccc(NC(=S)NC(=O)c2cncc(Br)c2)c1	-3	14	2%
O=C(COC(=O)c1ccc(Br)o1)NCc1ccco1	56	-3	0%
C[C@H](O)[C@@H]1C(=O)N2CCc3ccc(N4CCN(C)CC4)cc3[C@@H]2C[C@@H]1N(C)C(=O)c1ccc(C#N)cc1	-8	?	-6%
C=CC[C@]12CC=CC(=O)[C@@]1(O)O[C@H](c1ccc(OC)c(OC)c1)[C@H]2C	-12	-1	1%
Brc1ccc(C2Nc3cccc4cccc(c34)N2)cc1	1	0	8%
CCSc1nc2nccnc2c(=O)[nH]1	13	5	-1%
CN1CCN(C2=C(Cl)C(=O)c3ccccc3C2=O)CC1	12	13	4%
COC(=O)C1=C[C@@H](C(=O)OC)C2C3=C(C(=O)C24CCCCC4)[C@H](C)n2c(=O)n(C)c(=O)n2[C@@H]3C1 (stereo not given in full)	2	-4	11%
COC(=O)C[C@H]1c2cc(F)ccc2S(=O)(=O)N1Cc1ccccc1OC	13	20	0%
CCOC(=O)N1C(=O)NC(=O)C1c1ccccc1 (stereo not given)	0	-2	2%
Cn1c(=O)c2nc(SCCO)n(C)c2n(C)c1=O	-4	-7	-2%
CCCNc1ncnc2c1cnn2C1CCCCO1 (stereo not given)	-1	4	7%
Nc1ccccc1C#Cc1cnccn1	5	6	-4%
CC(=NNC(=O)c1ccncc1)c1ccc(O)cc1O	1	3	5%
COc1c(CC=C(C)C)cc(C2CC(=O)c3c(O)cc(O)cc3O2)c(CC=C(C)C)c1O (stereo not given)	-10	-6	6%
COc1ccc(CCNC(=O)C2CCN(Cc3nc(-c4ccc(Cl)cc4)oc3C)CC2)cc1OC	6	-9	-7%
CC1(C)CC[C@@]23CC[C@]4(C)[C@@](OC2=O)(C3C1)[C@H]1O[C@H]1C1[C@@]2(C)CC[C@H](O)C(C)(C)C2CC[C@]14C (stereo not given in full)	2	-4	8%
CC1(c2nnc(-c3cccc(Cl)c3)o2)CC(c2cccnc2)=NO1 (stereo not given)	-3	31	-17%
COC(=O)N1[C@H](C)C=C[C@]1(Cc1ccccc1)C(=O)NCCCNc1ncc(C(F)(F)F)cc1Cl	5	-1	4%
CCOC(=O)Nc1cccnc1Sc1ccc(Cl)cc1	5	10	0%
NC(=O)c1ccccc1N	4	0	-2%

(cont.)
SMILES	KCNH2 WT inh	KCNH2 3.1 inh	TCR act
COc1ccc(C(=O)CC(=O)c2ccc(F)cc2)cc1	12	6	-6%
Nc1ncnc2[nH]c(=S)[nH]c12	0	-14	1%
CCc1cccc2c1Sc1ccccc1CC2N1CCNCC1 (stereo not given)	2	-77*	0%
Cc1cc2c(cc1C)C(=O)C(Br)=C(N)C2=O	-6	-9	9%
CNc1ncnc(Sc2nc(N)nc3nc[nH]c23)c1[N+](=O)[O-]	28	4	3%
CC(O)(P(=O)(O)O)P(=O)(O)O	35	3	7%
CCOc1ccc(NC(=O)CN(C)C(=O)C2CC(=O)N(c3cccc(SC)c3)C2)cc1OCC (stereo not given)	2	4	3%
O=CN1CCN(C(C(=O)NC2CCCCC2)c2ccc(Cl)cc2)CC1 (stereo not given)	1	-10	1%
O=C(Nc1cc(Cl)ncn1)c1ccccc1	-10	10	7%
CCOC(=O)c1ccc(N(CC2CO2)S(=O)(=O)c2ccc(C)cc2)cc1 (stereo not given)	-11	-8	-5%
CCOC(=O)c1cnc(-n2nc(C)cc2C)nc1Nc1cccc(C(C)=O)c1	0	7	-8%
CCOC(=O)c1cccc(NC(=O)c2ccc(F)cc2F)c1	10	7	-5%
COCCNc1nc(C)cc(-c2cc(C(=O)Nc3ccccc3)on2)n1	-38	-1	2%
O=S1(=O)c2c(F)cccc2OC(COc2ccccc2)CN1CCc1ccc(F)cc1 (stereo not given)	-20	-16	3%
CC1(C)C[C@@H](O)CC2(C1)C[C@]1(C)CC(O)[C@H]2C(C)(C)C1 (stereo not given in full)	4	-12	3%
CCOC(=O)c1cccc(OS(=O)(=O)Cc2ccccc2)c1	0	23	4%
O=C1NC[C@H](Cc2ccccc2)N(CC2CCN(CCCC3CCCC3)CC2)C1=O	-130*	-80*	3%
CCOc1ccc(NC(=O)CN(C)C(=O)C(C)Oc2ccc(Cl)cc2)cc1OCC (stereo not given)	1	-7	-1%
CCOC(=O)c1ccc(NC(=O)C2CCN(S(=O)(=O)c3ccccc3)CC2)cc1	2	10	8%
Nc1nc2cc(Br)ccc2o1	-4	-14	3%
Nc1ccc2c(c1)C(=O)c1ccc(Br)cc1-2	1	-8	5%
O=C(NN=Cc1ccccc1C(=O)O)C(=O)NN=Cc1ccccc1C(=O)O	1	-18	1%
CN(C(=O)c1ccc(NC(=O)Cc2ccc(NC(=O)C3CCCN(C(=O)C4CCCC4)C3)cc2)cc1)C1CCCC1 (stereo not given)	-2	3	-2%
c1ccc(-c2ncnc3ccccc23)cc1	14	-13	0%
COc1ccc(OC)c(/C=C(\C)C(=O)c2c(C)cc(C)[nH]c2=O)c1	-2	1	-1%
CC1(c2nnc(-c3cccc(Cl)c3)o2)CC(c2ccc(C#N)cc2)=NO1 (stereo not given)	13	-8	-9%
C=C1CC2C(=O)N(Cc3cc(OC)ccc3OC)C(C(=O)OCC)(C(=O)OCC)C1N2C(=O)OC(C)(C)C (stereo not given)	-1	7	1%
O=C(COc1ccc(Cl)cc1)OCc1ccc(Cl)cc1	15	-3	-1%
CCCCN(Cc1cc2cc(OC)ccc2[nH]c1=O)C(=O)COc1ccccc1	0	10	3%
CCC1(C(N)=O)CC2C=CC1C2 (stereo not given)	-2	11	-1%
COc1ccc(N=Nc2c(C)[nH]c3ccccc23)cc1	4	-21	-1%
CN(C(=O)c1cccc(NC(=O)Cc2cccc(NC(=O)C3CCCN(C(=O)C4CCCCC4)C3)c2)c1)C1CCC1 (stereo not given)	-1	28	10%
CC(Sc1nnc(CN2CCCC2)n1Cc1ccccc1)C(=O)Nc1ccc(F)c(F)c1F (stereo not given)	18	-3	3%
CCN(C(=O)COC(=O)c1c(NC(C)=O)sc(C)c1C)c1c(N)n(Cc2ccccc2)c(=O)[nH]c1=O	19	0	1%
COc1cc(C2OC(=O)C3C(c4ccc(OC(C)=O)c(OC)c4)OC(=O)C23)ccc1OC(C)=O (stereo not given)	9	13	-3%
O=C1NC2c3c(I)sc(I)c3C(=O)C2O1 (stereo not given)	-13	14	3%
Cc1ccc(CCN2CC(C(=O)NCc3cccnc3)CC2=O)cc1 (stereo not given)	2	3	-4%
O=[N+]([O-])c1ccc(N/N=C/c2cccs2)nc1	3	17	3%
Cc1nc2ncnn2c(N2CCC(C(=O)NCC3CCCO3)CC2)c1Cc1ccccc1 (stereo not given)	-24	11	7%
CC1(C)c2ccccc2C(=O)c2ccccc21	1	2	-7%
CC1(c2nnc(Cc3ccccc3)o2)CC(c2ccncc2)=NO1 (stereo not given)	-15	4	6%
O=C(Cc1cccs1)Nc1ccc(-c2nnc(-c3ccccc3)o2)cc1	-33	0	-1%
